High-throughput results deposited in PubChem by Fisher Drug Discovery Resource Center.
hcGAS lum: inhibitors of human cGAS; recombinant h-cGAS, ATP depletion, Kinase-Glo luminescence; AID 1259398; inhibition, % at 12.5 µM; 290,000 tested, 0.081% active;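 note: 0% = vehicle reaction and 100% = reaction without DNA for no activity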
Target sequence (Q8N884 whole entry, looked up): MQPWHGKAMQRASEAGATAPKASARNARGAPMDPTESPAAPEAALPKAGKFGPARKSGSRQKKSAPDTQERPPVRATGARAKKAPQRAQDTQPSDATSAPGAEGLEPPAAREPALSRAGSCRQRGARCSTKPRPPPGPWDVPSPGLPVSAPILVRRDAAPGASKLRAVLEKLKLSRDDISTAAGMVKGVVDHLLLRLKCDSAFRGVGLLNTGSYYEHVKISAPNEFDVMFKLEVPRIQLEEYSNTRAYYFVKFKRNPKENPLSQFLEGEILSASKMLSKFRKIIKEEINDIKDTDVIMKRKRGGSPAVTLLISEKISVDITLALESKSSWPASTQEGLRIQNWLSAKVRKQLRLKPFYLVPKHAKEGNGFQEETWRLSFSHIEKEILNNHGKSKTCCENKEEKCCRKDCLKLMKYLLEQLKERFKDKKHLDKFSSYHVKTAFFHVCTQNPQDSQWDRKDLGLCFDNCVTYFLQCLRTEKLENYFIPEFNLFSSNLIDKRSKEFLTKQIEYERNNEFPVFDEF
mcGAS lum: mouse cGAS inhibition by luminescence. recombinant cGAS, Kinase-Glo ATP depletion luminescence. Q8C6L5. 160,000 tested, 0.15% active. inhibition, % at 12.5 µM;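 note: 0% = negative control wells and 100% = reference inhibitor with no enzyme activity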
NPYLR7 ag: activates Aedes aegypti NPYLR7 receptor | 270,000 tested, 0.15% active | HEK293T NPYLR7/Galpha15, GCaMP6s calcium fluorescence | activation, % at 10 µM | AID 1259423; in the data active = activation above about 40%;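 note: 0% = vehicle and 100% = reference agonist at the receptor; some compounds past the cut are filed as inactive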
Active calls of the source: *; . = not tested or not shown; & = joins results of further samples. Cut-off read from the data, not from the text of the source, unless noted: active = inhibition above about 40%; inactive = the rest.

Each structure is followed by: hcGAS lum | mcGAS lum | NPYLR7 ag
Cc1ccc(-n2ncc3c(-n4nc(C)cc4NC(=O)c4cccc(F)c4)ncnc32)c(C)c1
→ -5 | -9 | 1
CC(C)C1N2CC3([N+](=O)[O-])CN1CC([N+](=O)[O-])(C2)C3(C)C (configuration not stated)
→ -5 | -4 | 12
COc1ccc(OCC(O)CN(Cc2ccc(F)cc2)Cc2ccco2)cc1 (configuration not stated)
→ -4 | -5 | 38
C=C(C)Cn1c(NN=Cc2ccc(O)c(OCC)c2)nc2c1c(=O)n(C)c(=O)n2C
→ -3 | -4 | -13
COc1ccc(-c2ccccc2)cc1CNc1cnn(C(C)C)c1
→ -3 | . | 2
CC(C)c1ccc(NC(=O)CSc2ncc(S(=O)(=O)c3ccc(C(C)(C)C)cc3)c(=O)[nH]2)cc1
→ 16 | 18 | 8
CC(NC(=O)c1ccc(Br)cc1)c1nnc(SCc2ccccc2)n1-c1ccc([N+](=O)[O-])cc1 (configuration not stated)
→ -14 | -6 | .
Clc1ccc(-c2nc(-c3cccnc3)no2)cc1Cl
→ 1 | . | 1
O=C(CN1CCOC(C(F)(F)F)C1)NCc1ccccn1 (configuration not stated)
→ 0 | -9 | 3
Fc1ccc(-c2nccc3[nH]nc(-c4cccnc4)c23)cc1
→ -2 | -6 | 2
CCCC(=O)OCC(O)CN(Cc1nc2sc3c(c2c(=O)[nH]1)CCC3)C1CCCCC1 (configuration not stated)
→ -12 | -5 | 6
C/C=C/c1ccc(OC(C)[C@@H](O)c2ccc(O)c(OC)c2)c(OC)c1 (some centres not stated)
→ 0 | -5 | 6
CC(C)NC(=O)N(Cc1cc(NC(=O)c2ccccc2Cl)ccc1N(C)C)C(C)c1ccccc1 (configuration not stated)
→ -11 | -5 | .
O=C(NCC1Cc2cc(Oc3ccccc3)ccc2O1)c1ccc(Cl)nc1 (configuration not stated)
→ 0 | -9 | 1
Nc1cc(S(=O)(=O)c2ccc(Br)c(N)c2)ccc1Br
→ -9 | . | 9
CC(=O)Nc1nc(C(=O)N2CCCC2Cc2ccccc2Cl)cs1 (configuration not stated)
→ -6&-15 | -6 | 5&7
CCOC(=O)CSc1nc(C)c(C)c(C)c1C#N
→ -8 | -7 | 23
COc1ccc(CCN2C3CCC2CC(NC(=O)c2ccc(C(F)(F)F)c(F)c2)C3)cc1OC (configuration not stated)
→ 4 | -1 | 1
CN(C)CCOc1ccc(N(C)C(=O)N(C)Cc2ccon2)cc1
→ -6 | . | 0
CC(C)CN(Cc1cccn1Cc1ccccc1Cl)C(=O)CN(C(=O)COCc1ccccc1)C(C)C
→ 1 | -3 | -7
CC1(C(=O)Nc2ccc3c(c2)OCO3)CCN1C(=O)C1(c2ccc(Cl)cc2)CC1 (configuration not stated)
→ -8 | -3 | 1
CCOC(=O)C1CCCN(c2nc(Cc3ccc(Cl)cc3)ns2)C1 (configuration not stated)
→ -2 | -7 | 19
Cc1cccn2c(=O)nc(SCc3c(F)cccc3Cl)nc12
→ -10 | . | -1
CC1=NOC(Cc2ccccc2)C(=O)N1Cc1ccccc1F (configuration not stated)
→ -6 | . | 7
C(=C\c1ccc2ocnc2c1)/c1ccccc1
→ -11 | -13 | 3
C=CCN(C(=O)Nc1c(C(C)C)cccc1C(C)C)C(C)C(=O)c1c(C)c(C(=O)OC)n(C)c1C (configuration not stated)
→ -8 | -6 | -9
CCCCN(Cc1cccn1Cc1ccc(Br)cc1)C(=O)CN(CCOC)C(=O)N(C)C
→ -4 | 0 | -12
COc1cc2c(cc1OC)C1CN(C(=O)c3cccnc3Cl)CC(=O)N1CC2 (configuration not stated)
→ -10 | -9 | 34
Cc1cc(C)n(CC2CN(C3CCOC3=O)CCO2)n1 (configuration not stated)
→ -5 | . | 1
Cc1cc(C)c(C)c(S(=O)(=O)NCCN2CCOCC2)c1C
→ -8 | . | 4
COc1cc(OC)c(OC)cc1CNC(=O)CN(C)Cc1ccsc1
→ -4 | . | 6
CCN(CC)c1ccc2cc(C(=O)Nc3cccc4ccccc34)c(=O)oc2c1
→ -10 | -7 | 11
Cc1nccn1-c1ccccc1CNC(=O)/C=C/c1cnn(C)c1
→ -1 | -1 | .
COc1ccc(C(=O)NC(C)c2cc(F)ccc2N2CCN(C)CC2)cc1Br (configuration not stated)
→ 7 | . | -5
O=C(Cn1c(CO)cnc1SCC(=O)N1CCc2ccccc21)NC1CC1
→ 0 | . | 8
CCOC(=O)c1cccc(NC(=O)N(C)CCc2ccc(OC)c(OC)c2)c1
→ 3 | 1 | -6
CC(=O)c1cccc(-n2c(C3C4CCCCC43)n[nH]c2=S)c1 (configuration not stated)
→ -5 | -6 | -6
CC1=NN(c2ccccc2)C(c2ccc(O)cc2)C1 (configuration not stated)
→ -4 | -5 | -9
Cc1cc(=O)[nH]c(-n2nc(-c3cccs3)cc2NC(=O)C2CCCCC2)n1
→ -7 | . | -3
CCc1[nH]n(-c2ccc(Cl)c(Cl)c2)c(=O)c1C1=C(N2CCN(C)CC2)C(=O)N(c2cccc(Cl)c2)C1=O
→ -9 | -6 | -7
CC(C)c1cnc(CN2CCCN(Cc3ccc(C#N)cc3)CC2)o1
→ -14 | . | 1
Cc1ccccc1-c1cc(O)c2c(c1)CN(C(=O)c1cccs1)CCO2
→ -3 | -17 | .
CCOC(=O)c1c(NC(=S)NC2CC3CCC2C3)sc(C)c1C (configuration not stated)
→ -10 | . | 4
CC(=O)Oc1ccc2c(=O)c(-c3ccc4c(c3)OCCO4)c(C)oc2c1
→ 0 | . | -5
CN(C)c1ccccc1NC(=O)C1CCN(C(=O)c2cccs2)CC1
→ -12 | . | 1
CNc1nnc(SC(C)c2nc(-c3ccco3)no2)s1 (configuration not stated)
→ 4 | . | -6
Cc1nc(SCCC(=O)Nc2cccc(Cl)c2N(C)C)n[nH]1
→ -3 | . | 5
COc1ccccc1-c1ccc(NCC2(C)CCCO2)nn1 (configuration not stated)
→ -4 | . | 23
COc1cc(NC(=O)Cn2nc(C(F)(F)F)c(Cl)c2C)cc(OC)c1OC
→ -5 | -3 | -8
COC(=O)c1cc(Cl)ccc1OCC(=O)N1CCCC(C)C1 (configuration not stated)
→ -5 | . | 5
COc1ccc(N2C(=O)CSC2c2ccc(Br)cc2)cc1 (configuration not stated)
→ -3 | -8 | -4
c1cc2c(cc1Nc1nc(N3CCOCC3)nc(N3CCOCC3)n1)OCO2
→ -5 | -3 | 13
C#CCn1c(O)c(N=NC(=O)CNC(=O)c2cc(OC)c(OC)c(OC)c2)c2ccccc21
→ 13 | -7 | -4
O=C1NC(=S)SC1=Cc1ccccc1OCc1ccccc1
→ 1 | . | 6
Cc1cc(-n2c(C)cc(C(=O)Cn3nc(C)c([N+](=O)[O-])c3C)c2C)no1
→ -7 | . | 5
CC1(C(=O)Nc2ccccc2F)CCN1Cc1ccc(OC(F)(F)F)cc1 (configuration not stated)
→ -2 | -4 | -2
CC1(C)NC(C(=O)O)CS1 (configuration not stated)
→ 6 | -3 | 2
N=C1c2ccccc2CN1c1cc(C(F)(F)F)ccc1Cl
→ -4 | . | -4
CCOC(=O)c1sc(NC(=O)COc2ccc(Cl)cc2)nc1C
→ -8 | -8 | 2
CC1(C)C(=O)OC(c2ccccc2F)C2(CCCCC2)C1=O (configuration not stated)
→ -3 | -9 | -15

(list continues)
Each structure is followed by: hcGAS lum | mcGAS lum | NPYLR7 ag
Cc1ccc2[nH]cc(-c3cc(N4CCN(C)CC4)nc(N)n3)c2c1
→ -2 | . | 3
COCCN(CC(=O)N1CCc2sccc2C1COc1ccccc1F)C(=O)Nc1ccc(C)cc1 (configuration not stated)
→ -3 | -4 | 15
CCCCN(CC)C(=O)c1ccc(NS(=O)(=O)c2ccc(F)c(C)c2)cc1
→ -4 | . | 17
CCn1cc(-c2c(-c3ccccc3)ncn2Cc2cn3ccc(C)cc3n2)cn1
→ 1 | -10 | -4
CCc1nnc(-c2cc3ccccc3n2Cc2cc(OC)cc(OC)c2)o1
→ -5 | -9 | -3
CCS(=O)(=O)NCCN1CCCC1c1cccc(N(C)C)c1 (configuration not stated)
→ 0 | . | 1
O=C(Nc1ccc(-c2onc3c2CCCC3)cc1)c1cc(C(F)(F)F)ccc1C(F)(F)F
→ -3 | -6 | 2
O=C(Nc1c(F)cccc1Br)C1COc2ccccc21 (configuration not stated)
→ -13 | . | -9
Cc1ccc2cc(CCNC(=O)c3ccccc3C(F)(F)F)c(=O)[nH]c2c1
→ -3 | -7 | 0
Cc1cc(C)n(C2CCN(C(=O)c3ccc(C)c(C)c3)CC2)n1
→ -4 | -5 | -8
FC(F)(F)c1ccc(Cl)c(NC(=S)NC2CC2)c1
→ 0 | . | 2
CCCn1ccnc1CN1CCc2[nH]cnc2C1Cc1ccccc1 (configuration not stated)
→ -4 | . | -1
CN1C(=O)NC(c2cccc(F)c2)C2=C1CN(CCc1ccccc1)C2=O (configuration not stated)
→ -4 | -5 | -7
O=S(=O)(NCCOc1ccc(-c2ccccc2)nn1)c1cccc(C(F)(F)F)c1
→ -6 | -8 | 1
O=c1nc(SCc2ccccc2F)c2c(n1Cc1ccncc1)CCC2
→ -4 | -8 | -3
CCN(CC)c1onc(-c2ccc(F)cc2)c1CN(Cc1ccco1)C(=O)c1ccco1
→ -3 | -3 | 9
Cc1cccc(-c2cc(N)n(-c3ccc(C(=O)Nc4cccc5c4CCCC5)cc3)n2)c1
→ -4 | -2 | -4
Cc1ccc(N2CCn3c2nc2c3c(=O)n(CCC(C)C)c(=O)n2C)cc1
→ -1 | -7 | 7
CN(Cc1ccoc1)Cc1cn[nH]c1-c1ccc(F)cc1
→ -9 | -10 | 4
CN(C)C(=O)C(NC(=O)Nc1ccc2c(c1)OCCCO2)c1ccccc1 (configuration not stated)
→ -7 | . | 3
CN(C)S(=O)(=O)c1cccc(NC(=O)NCCc2nnc3n2CCC3)c1
→ -12 | -17 | 2
COCCCN1COc2ccc3cc(-c4ccc(OC)c(OC)c4)c(=O)oc3c2C1
→ -4 | -11 | 17
C=CCOC(=O)N1CCC(Oc2ccc3ncccc3c2)(C(=O)O)CC1
→ 6 | -1 | 3
COc1ccc(C(O)=C2C(=O)C(=O)N(CCCN(C)C)C2c2cccc(OC)c2)cc1 (configuration not stated)
→ -3 | -6 | 2
CN(C)c1nnc(SCC(Cl)=CCl)s1
→ -4 | . | 2
CC1CCN(C(=S)NCc2ccc(F)cc2)CC(C)(C)C1 (configuration not stated)
→ -3 | -5 | -7
Cc1cccn2c(=O)nc(SCc3ccc([N+](=O)[O-])cc3)nc12
→ -16 | . | 3
CCc1nc2ccc(C(=O)NCCN3CCOCC3)cn2c1N(C)CCCc1ccccc1
→ -3 | -1 | 0
COc1ccc(-c2nccc3n[nH]c(C4CC4)c23)cc1
→ -4 | -6 | 18
CC12CCC(CC1=NN=Cc1ccccc1Cl)C2(C)C (configuration not stated)
→ -1 | . | -1
Cn1cc(-c2ccc(C(=O)N3CCCN(c4ncccn4)CC3)cn2)cn1
→ -5 | . | 4
O=C1CC(C(=O)OCCc2cccs2)c2ccccc2N1 (configuration not stated)
→ -13 | . | 8
Cc1cccc(-c2n[nH]c(=S)n2-c2ccc(Cl)cc2)c1
→ 2 | -4 | -3
Cn1cc(CCC(=O)N2CCCC(C(=O)Nc3cccc(-c4ccc(F)cc4)c3)C2)cn1 (configuration not stated)
→ -2&1 | -1 | -8&12
CC(C)(C)c1ccc(-c2cnn(CCC(N)=O)c2)cc1
→ -7 | -9 | 6
CN(Cc1ccccc1)C1CCCN(Cc2ccc(O)cc2)C1 (configuration not stated)
→ 2 | . | -2
Cc1cccc(CN2CCCC3(CCN(Cc4cccc5cnccc45)C3)C2)c1 (configuration not stated)
→ -3 | . | 14
CN(Cc1ccco1)C(=O)CN(CC(=O)N(C)Cc1ccco1)C1CCc2ncnn2C1 (configuration not stated)
→ -5 | . | 3
COc1cn(CC(=O)Nc2ccc3c(c2)OCCO3)c(CSc2nccc(C)n2)cc1=O
→ 2 | -1 | -4
CC(SC1CCCC1)C(=O)N1c2ccccc2NC(=O)C1(C)C (configuration not stated)
→ -13 | . | -17
CCCOc1ccc(C(=O)CCC(=O)NC2CCS(=O)(=O)C2)cc1 (configuration not stated)
→ 0 | . | -1
CCOc1ccccc1-c1cc(-c2nnc(SCc3ccc(C)cc3)n2C)c2ccc(Oc3ccccc3)cc2n1
→ -11 | -7 | -5
COCCCN(CC(=O)N1CCc2sccc2C1COc1cccc(OC)c1)C(=O)Nc1ccc(C)cc1 (configuration not stated)
→ -6 | -5 | -2
Cc1ccc(C)c(Nc2nc(NCCO)nc3nccnc23)c1
→ -3 | . | 3
CCN(CC)CCNC(=O)c1ccc(-c2cc(-c3cccc(C(F)(F)F)c3)n[nH]2)cc1
→ -5 | -5 | 4
CC(C)Cc1cc(C(=O)N2CCCC3(CCNCC3)CC2)nc(=O)[nH]1
→ -6 | . | 16
Cc1c(Nc2ncccc2C(=O)O)cccc1C(F)(F)F
→ -3&6 | 17 | -8&-15

Given with each value named: 3 of the compounds above.
SMILES: COC(=O)c1cc(Cl)ccc1OCC(=O)N1CCCC(C)C1 (configuration not stated)
- hcGAS lum: -5
- mcGAS lum: .
- NPYLR7 ag: 5

SMILES: COc1ccc(N2C(=O)CSC2c2ccc(Br)cc2)cc1 (configuration not stated)
- hcGAS lum: -3
- mcGAS lum: -8
- NPYLR7 ag: -4

SMILES: c1cc2c(cc1Nc1nc(N3CCOCC3)nc(N3CCOCC3)n1)OCO2
- hcGAS lum: -5
- mcGAS lum: -3
- NPYLR7 ag: 13

Compounds above with a tert-butyl group:
Each structure is followed by: hcGAS lum | mcGAS lum | NPYLR7 ag
CC(C)c1ccc(NC(=O)CSc2ncc(S(=O)(=O)c3ccc(C(C)(C)C)cc3)c(=O)[nH]2)cc1
→ 16 | 18 | 8
CC(C)(C)c1ccc(-c2cnn(CCC(N)=O)c2)cc1
→ -7 | -9 | 6

Compounds as they come, and some 0.27% of all compounds hit somewhere here.
